Assay outcomes as filed in PubChem.
CaV13 FRET inh = Disruptors of the CACNA1D IQ motif to Ca2+-dependent inactivation inhibitor domain association, primary screening, Förster resonance energy transfer in intact living …; 340,000 compounds, 0.098% hits; HEK cells, CFP/YFP FRET ICDI-IQ, plate reader, 10 min; percent FRET-ratio fall versus neutral wells; AID 743397; inhibition, % at 12.3 µM;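 active = mean replicate inhibition of at least 30% and at least 1% of replicates passing that level; inconclusive = only one of the two criteria is met; inactive = neither criterion is met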;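 note: 0% = median of the neutral control wells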
NR2E3 ag-1 = inhibitors of NR2E3-RetCOR corepressor binding, primary screen, NR2E3 agonist project, biochemical, TR-FRET, GST-NR2E3, biotin-RetCOR; Photoreceptor-specific nuclear receptor (Homo sapiens), Q9Y5X4; 1536-well; inhibition of corepressor binding, % at 4.78 µM; 320,000 compounds, 0.12% hits; AID 2300, 2010;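 active = percent inhibition above the cutoff of mean plus 3 SD of all tested compounds, set per screening campaign, cut at about 20% in these data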;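 note: 0% = DMSO wells and 100% = biotin wells as full block of FRET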
Target sequence (Q9Y5X4 whole entry, looked up): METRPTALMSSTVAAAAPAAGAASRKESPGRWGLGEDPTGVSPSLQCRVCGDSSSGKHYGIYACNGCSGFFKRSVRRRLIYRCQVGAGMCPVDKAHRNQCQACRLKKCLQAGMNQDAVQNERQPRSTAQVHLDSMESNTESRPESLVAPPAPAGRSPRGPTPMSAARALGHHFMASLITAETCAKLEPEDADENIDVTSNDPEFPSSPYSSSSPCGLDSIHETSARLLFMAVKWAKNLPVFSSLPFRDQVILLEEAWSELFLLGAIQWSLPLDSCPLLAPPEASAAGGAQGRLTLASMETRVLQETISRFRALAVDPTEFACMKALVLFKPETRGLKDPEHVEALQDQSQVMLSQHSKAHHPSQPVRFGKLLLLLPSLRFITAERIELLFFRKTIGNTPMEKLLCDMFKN
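Format: 1536-well format; test system: GST-NR2E3 and biotin-RetCOR proteins; read-out basis: percent inhibition of TR-FRET ratio; timing: 5 h incubation at 4 °C; detection: time-resolved FRET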
Peg3 prom inh = Peg3 promoter-driven luciferase inhibitors, primary screen, cell-based, HeLa, luciferase luminescence. AID 588405, 2011. HeLa PEG-Prom luciferase reporter, overnight. 360,000 compounds, 1.7% hits. inhibition, % at 20 µM;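 active = inhibition of at least 50% at 20 µM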
PDI inh = inhibitors of human PDI, primary screen, biochemical, turbidity, single point, plate reader. Protein disulfide-isomerase (Homo sapiens), P07237. PDI insulin aggregation turbidity, A650, 90 min. inhibition, % at 10 µM. 350,000 compounds, 0.052% hits. AID 588391, 2011;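 active = mean inhibition across replicates of 30% or more, whatever share of single replicates reach that level; inconclusive = mean inhibition below 30% while every single replicate reaches 30%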;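 note: absorbance from insulin aggregation driven by PDI reduction with DTT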
Target sequence (P07237 whole entry, looked up): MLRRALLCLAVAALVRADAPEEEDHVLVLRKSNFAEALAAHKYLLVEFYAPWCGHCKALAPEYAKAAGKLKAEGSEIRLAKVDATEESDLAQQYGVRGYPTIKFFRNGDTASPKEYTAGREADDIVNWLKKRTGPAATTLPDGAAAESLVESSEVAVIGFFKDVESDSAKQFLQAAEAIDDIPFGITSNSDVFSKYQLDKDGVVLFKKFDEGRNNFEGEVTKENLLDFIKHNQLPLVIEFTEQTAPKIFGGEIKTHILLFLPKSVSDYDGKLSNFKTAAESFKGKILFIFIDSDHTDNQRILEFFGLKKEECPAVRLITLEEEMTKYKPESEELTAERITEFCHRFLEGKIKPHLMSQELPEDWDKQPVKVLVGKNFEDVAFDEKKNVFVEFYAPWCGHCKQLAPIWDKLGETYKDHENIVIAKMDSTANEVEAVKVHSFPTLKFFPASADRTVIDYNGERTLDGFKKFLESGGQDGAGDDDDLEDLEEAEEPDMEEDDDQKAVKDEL
MITF TRPM1 inh = inhibitors of MITF-dependent TRPM1 promoter reporter, primary screen, cell-based, SK-MEL-5, single point, luciferase. SK-MEL-5 TRPM1 promoter luciferase, 24 h. inhibition, % at 12.5 µM. 330,000 compounds, 0.83% hits. AID 488899, 2010;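 active = mean inhibition across replicates of 60% or more, whatever share of single replicates reaches that level; inconclusive = some that reach 60%, reason not given; inactive = mean inhibition across replicates below 60%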; note: values of inactives mirror those of a sister screen read the other way
KKLEB cytotox = cytotoxicity in KKLEB CF airway cells, primary screen, cytotoxicity control for CF NF-kB inhibitor project, cell-based, uHTS, fluorescence assay plates | KKLEB CF airway cells viability, ATPlite luminescence, overnight; active compounds read low; cells stimulated with P. aeruginosa culture filtrate | 360,000 compounds, 0.36% hits | activity change (cytotoxicity), % at 5 µM;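 active = corrected activity change at or below -50% at 5 µM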
Vif imaging = HIV Vif self-association inhibitors, primary screen, imaging, HEK293T, single point. HEK293T cells, Vif self-association by quenched fluorescence, 24 h. inhibition, % at 7.49 µM. 340,000 compounds, 0.35% hits; in the data active = inhibition above about 50%, passing the limit was not always enough; inconclusive = no clear call, values can overlap the other calls; inactive = below about 31%; note: some results filed as inactive read as strong as hits
NR2E3 ag-2 = NR2E3 agonists in two-hybrid cells, primary screen, cell-based, luminescence, CHO-S, Gal4-NCOR/VP16-NR2E3. Photoreceptor-specific nuclear receptor (Homo sapiens), Q9Y5X4. luciferase. inhibition of corepressor binding, % at 3.98 µM. 360,000 compounds, 0.35% hits. AID 602229, 2012;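 active = inhibition above the mean of all tested compounds plus 3 SD, cut at about 70% in these data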;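 note: 0% = DMSO with NR2E3 transfected cells and 100% = cells lacking NR2E3 construct; higher means lower luciferase signal from less NR2E3 corepressor binding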
HIF-2a inh = HIF-2a reporter inhibitors, primary screen, luminescence, 786-0 RCC cells | 786-0 RCC cells HIF-2a reporter, luciferase luminescence, overnight | inhibition, % at 18.8 µM | 360,000 compounds, 0.72% hits | AID 624352, 2012;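 active = inhibition of the luminescence signal of 40% or more relative to plate controls, in a single-dose primary screen at 18.75 µM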
CF NFkB inh = inhibitors of PAF-induced NF-kB signaling, primary screen, cell-based, GFP fluorescence, uHTS; KKLEB NF-kB-GFP reporter, GFP fluorescence overnight; inhibition, % at 5 µM; 360,000 compounds, 0.86% hits; AID 588850, 2011;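 active = at least 50% inhibition at 5 µM, scaled per plate between neutral and stimulator controls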;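 note: PAF is a Pseudomonas aeruginosa culture filtrate used as stimulus; plate controls were PAF-stimulated DMSO wells for no effect and unstimulated DMSO wells for full effect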
Shn3 3UTR inh = reduction of Shn3 3'UTR firefly luciferase signal, primary screen, Schnurri-3 inhibitor project, cell-based, Clone20 osteoblasts, set 2; Clone20 osteoblast Shn3 3'UTR firefly luciferase, 24 h; inhibition, % at 12.5 µM; 360,000 compounds, 0.52% hits; AID 588674, 2011;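 active = mean inhibition of at least 75% with every replicate also reaching 75%; inconclusive = mean inhibition at least 75% but some replicate below; inactive = mean inhibition below 75%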;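 note: 0% = median of neutral control wells and 100% = pilot-screen positive control compound; some compounds past the cut are filed as inactive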
* hit, by the source's call; u = inconclusive; x = not tested or not shown.

SMILES	CaV13 FRET inh	NR2E3 ag-1	Peg3 prom inh	PDI inh	MITF TRPM1 inh	KKLEB cytotox	Vif imaging	NR2E3 ag-2	HIF-2a inh	CF NFkB inh	Shn3 3UTR inh
CC(C)(C)c1cc(NC(=O)c2ccco2)n(-c2ccccc2)n1	-4	-2	8	1	-10	3	-3	16	12	3	6
COCCCNC(=O)c1c(N)n(-c2ccc3c(c2)OCO3)c2nc3ccccc3nc12	-4	-4	20	3	-24	1	-7	0	9	3	4
Nc1cccc(Oc2ccc([N+](=O)[O-])cc2)c1	-4	3	0	1	-7	1	-1	-1	-20	-6	-5
Cc1cc(C(=O)CCC(=O)N2CCN(S(=O)(=O)c3ccccc3)CC2)c(C)s1	-7	1	16	-4	-4	5	3	-12	12	2	6
Cn1c(SCC(=O)Nc2cc([N+](=O)[O-])ccc2F)nnc1C(F)(F)F	-3	-1	2	3	-12	0	0	-19	23	8	-15
Cc1ccc(CCNC(=O)c2nn(C)c3c2CS(=O)(=O)c2ccccc2-3)cc1	-2	0	-2	-4	1	-2	-4	11	5	12	-7
CCCc1[nH]c2ccc(C#N)cc2c1CCC	-11	5	47	-13	-2	-12	1	-56	-4	29	-2
COc1ccc(NC(=O)CSc2nncn2C)cc1	-5	-1	2	-12	-1	4	x	9	-8	5	-2
O=C(O)c1ccc(C(=O)O)c(C(=O)c2ccccc2)c1	-5	2	9	5	15	12	6	6	14	-12	0
CCOC(=O)[C@H]1[C@H]2COc3cc(OC)ccc3[C@@H]2N2C(=O)c3cc(F)ccc3NC(=O)[C@@]12C	-5	3	11	4	-10	8	5	-29	-4	-11	-4
CCCCC(=O)Nc1cccc(NC(=O)c2cccc([N+](=O)[O-])c2)c1	-4	-1	6	-12	-4	6	-3	-28	6	7	-10
CCCCNC(=O)c1cnc2n(c1=O)CCS2	-5	-3	-13	6	4	-2	-1	-26	8	1	-2
COc1ccc(CCN(C)C(=O)c2cc(=O)c3ccccc3o2)cc1OC	-5	-2	-29	-9	-14	3	-1	-30	-65	8	-19
O=C(Nc1ccccc1)c1cc(C2CCCCN2S(=O)(=O)c2ccc(F)cc2F)on1 (configuration not stated)	-4	x	-19	-5	x	-4	-26	-5	-89	2	-10
O=C(COC(=O)c1cnccn1)NCCc1ccc(Cl)cc1	-4	x	-8	2	11	3	-1	-7	15	-5	1
CC(C)c1ccc(OCc2ccc(C(=O)NN3CCN(C)CC3)o2)cc1	-16	4	-182	2	-41	-6	2	-137	-154	-17	-85
Cc1cccc(Nc2nnc(SCC(=O)N(C)C3CCS(=O)(=O)C3)s2)c1C (configuration not stated)	-3	-1	0	-2	0	-5	5	8	13	32	3
CC(=O)NCCn1c(SCc2ccc(C)cc2C)nc2ccccc2c1=O	-3	0	36	9	5	1	-2	-1	4	-6	-6
CC(C)OC(=O)N(C)C[C@@H]1OCc2cn(nn2)CCCC(=O)N([C@@H](C)CO)C[C@H]1C	-5	x	-10	1	x	16	x	-14	9	-27	0
CCOC(=O)C1CCCN(S(=O)(=O)CCNC(=O)c2ccc3c(c2)OCO3)C1 (configuration not stated)	-3	2	0	-1	-3	-7	-3	-1	13	-4	4
CC(C)(C)OC(=O)N[C@@H](COCc1ccccc1)C(=O)N[C@@H](CO)[C@H](O)[C@@H]1C[C@@H]1C(=O)N1CCCC1	-5	1	-15	-5	-5	-13	-1	13	-1	14	-10
O=C(Cn1nnc(-c2ccccc2)n1)N1CCN(S(=O)(=O)c2ccc(Cl)cc2)CC1	x	1	3	9	0	0	-2	-3	22	4	-9
CC(C)CN(C(=O)COC(=O)C1=COCCO1)c1c(N)n(Cc2ccccc2)c(=O)[nH]c1=O	-4	2	-7	-7	3	3	x	-8	14	19	-17
O=C(NCc1ccncc1)c1cc2ccccc2nc1Cl	-7	0	20	20	6	4	-5	0	22	-16	9
Cc1ccc(S(=O)(=O)c2cc3c(=O)n4ccccc4nc3n(C3CCCC3)c2=N)cc1	12	1	5	-10	-17	-14	-11	-19	12	37	21
Cc1ccc(S(=O)(=O)N(CC(=O)N2CCC(C(N)=O)CC2)c2cccc(C(F)(F)F)c2)cc1	x	0	17	6	1	8	-1	-14	8	-4	3
S=c1[nH]nc(-c2ccccn2)n1/N=C/c1ccc(Cl)c(Cl)c1	-2	0	4	-5	x	5	-6	-10	13	-18	4
COc1ccc(C)cc1NC(=O)CSc1ccc(-c2sc(C)nc2C)nn1	-5	1	-4	-3	1	10	x	26	9	0	50
Cc1ccc(NC(=O)CCc2ccc(S(=O)(=O)N3CCOCC3)cc2)c(O)c1	-6	x	18	-13	7	-11	u	-4	3	7	7
O=C(O)C1C2CC2CN1C(=O)c1ccc(Cl)cc1 (configuration not stated)	-4	2	7	-1	4	6	-9	-2	7	1	-1
CC(c1nc2ccccc2c(=O)[nH]1)N1CCOCC1 (configuration not stated)	-5	0	4	11	-2	6	4	-9	12	16	37
Cc1sc2nc(CC(=O)NN)[nH]c(=O)c2c1C	-2	-1	15	6	-17	-6	-2	-9	18	1	4
CC(C)CC(OC(=O)c1nsc(Cl)c1Cl)C(=O)NCc1cccs1 (configuration not stated)	x	4	4	6	12	-1	-4	7	4	-5	0
CC1=CSC2=NC(=O)/C(=C\c3cccn3-c3ccc([N+](=O)[O-])cc3)C(=N)N12	-6	1	19	6	-12	-2	0	5	17	-9	-4
Cc1cc(C)c(NC(=O)/C(=C/c2ccccc2)c2ccccc2)c(C)c1	-14	4	4	1	8	-25	0	2	-12	-12	-1
N#CC1=C(N)C(C#N)(C#N)C2(C(=O)Nc3ccccc32)C2CCCC=C12 (configuration not stated)	-2	2	16	-14	5	-8	2	-4	25	11	6
CCOC(=O)N(C)c1c(CC)nc2c(OCc3ccc(Cl)cc3Cl)cccn12	-7	x	13	1	x	8	16	20	-4	-20	3
COc1ccc(NC(=O)CCCNC(=O)c2ccc(Cl)cc2)cc1S(=O)(=O)N1CCOCC1	-2	x	5	-3	-7	-30	-5	-10	10	14	-16
O=C(NC1(C(F)(F)F)C(=O)Nc2c1c(=O)[nH]c(=O)n2Cc1ccccc1)c1ccc(Cl)cc1Cl (configuration not stated)	-8	-1	1	0	-4	8	0	-9	-4	-26	15
CCOC(=O)c1sc(/N=C/N(C)C)nc1C	-5	0	9	8	-13	6	6	17	-4	3	0
CC[C@@]12C(=O)N(c3cccc(F)c3)C(=O)N1[C@H](c1ccc(Br)cc1)[C@@H]1C(=O)N(C(C)(C)C)C(=O)[C@@H]12	-4	-2	9	-2	-3	-14	-4	-39	12	-3	-32
CC1=C(C(=O)O)N2C(=O)C(NC(=O)c3c(F)cccc3F)C2SC1 (configuration not stated)	-6	x	0	0	7	1	-5	-12	9	-8	-13
Cn1c2c(c3ccccc31)CCN(CCCCN1CCN(c3ccccc3)CC1)C2=O	-6	x	2	-5	-10	-1	-5	25	-7	5	4
CCc1nccn1S(=O)(=O)c1cc(Br)ccc1OC	-5	-1	8	-6	-8	3	6	-8	11	-9	-7
CCN1C(=O)[C@H]2[C@H]3CN=C(SCC4CC4)N3[C@@](Cc3ccccc3)(C(=O)OC)[C@H]2C1=O	-5	x	-6	1	2	13	-2	1	-3	-9	-18
c1ccc(COc2ccc(OCCCNC3CCCC3)cc2)cc1	-5	0	-125	-2	-47	-4	9	-14	-146	4	-24
NC(=O)C1CCN(Cc2ccc(OCc3ccccc3)cc2)CC1	-7	0	-206	-6	-85	1	8	2	-190	7	-57
COc1ccc(-n2nc(C(=O)Nc3nc4ccc(OC)cc4s3)c3ccccc3c2=O)cc1	-5	-1	35	-4	-8	-44	-3	-15	10	36	4
COc1ccc(-c2cc(=O)oc3cc(OCC(=O)Nc4ccc(CCO)cc4)ccc23)cc1	-2	-2	5	0	15	19	-7	8	10	-10	75
O=C(Cn1nc(Cc2cccnc2)c2ccccc2c1=O)Nc1ccccc1F	-6	1	5	3	9	2	0	-15	18	-4	6
O=C(NCc1cccnc1)C1c2ccccc2C(=O)N1C1CCCCCCC1 (configuration not stated)	-8	2	-6	3	7	-17	-8	-10	3	17	-4
Cc1cc(C(=O)O)c(CSc2ncn[nH]2)o1	-9	4	-8	9	3	3	-8	1	3	4	8
Cc1cc(C)nc(SCNC(=O)c2ccccc2)n1	-8	2	-4	6	12	-3	9	9	10	-15	-8
COc1ccc(C(=O)N(Cc2ccco2)C(C(=O)NC2CCCC2)c2ccc(O)cc2)cc1OC (configuration not stated)	-9	2	-51	1	4	5	2	-9	3	-34	-16
O=C(NNC(=O)c1ccc(Br)o1)c1ccc(NS(=O)(=O)c2cccs2)cc1	-6	x	6	-14	-7	12	-3	-7	7	-2	12
O=C(Nc1ccc(NC(=O)C23CC4CC(CC(C4)C2)C3)cn1)c1ccco1	-3	-1	-153	0	-96	-1	x	-51	-204	2	-101
COc1ccc(CN(CCCN2CCOCC2)C(=O)Nc2cccc(Cl)c2)cc1OC	x	1	14	-5	6	-3	3	11	12	21	6
O=CN1Cc2[nH]c3ccccc3c2N(c2ccc(Cl)cc2)C1=O	-8	-3	-21	8	7	1	-4	-17	-21	-12	0
Cc1cc(C)n(CCCNC(=O)CCNS(=O)(=O)c2ccccc2C(F)(F)F)n1	-3	0	20	11	0	7	7	-8	14	-3	-8
COc1ccc(NC(=S)Nc2cnc3ccccc3c2)c(OC)c1	-5	1	-2	-7	7	-11	1	-8	-10	-1	x
CC(C(=O)Nc1ccc(C(F)(F)F)cc1)N(C)CC(=O)N1CCN(Cc2ccccc2)CC1 (configuration not stated)	-6	x	12	3	5	-3	-7	11	14	10	-1
N#CCCCSc1nnc(Cc2ccc3c(c2)OCO3)o1	-3	2	-17	-2	-1	-11	-9	4	-2	-10	-4
